# Assay outcomes deposited in PubChem by several laboratories.
# PolyA inh – blocks polyadenylation in yeast reporter cells | S. cerevisiae SKY197-pL101 polyadenylation reporter, beta-gal luminescence; efflux-impaired pdr1/pdr3 knockout yeast; score 100 = 6 SD above DMSO | calls only at 12 µM | hit rate 0.02% among 300,000 | AID 1875;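 active = lowest replicate activity score at least 50, where 100 means six control SD above control mean; inconclusive = lowest score under 50 but half or more replicates reach 50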;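 note: yeast exposed to compound for 9 h at 30 °C; higher score means more reporter readthrough which indicates perturbed polyadenylation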
# HDAC3 inh – inhibitors of human histone deacetylase 3; O15379; recombinant HDAC3, fluorogenic peptide/trypsin coupled, fluorescence; inhibition, % at 8.3 µM; hit rate 0.15% among 320,000; in the data active = inhibition above about 26%, passing the limit was not always enough; inconclusive = no clear call, values can overlap the other calls
# Target sequence (O15379 whole entry, looked up): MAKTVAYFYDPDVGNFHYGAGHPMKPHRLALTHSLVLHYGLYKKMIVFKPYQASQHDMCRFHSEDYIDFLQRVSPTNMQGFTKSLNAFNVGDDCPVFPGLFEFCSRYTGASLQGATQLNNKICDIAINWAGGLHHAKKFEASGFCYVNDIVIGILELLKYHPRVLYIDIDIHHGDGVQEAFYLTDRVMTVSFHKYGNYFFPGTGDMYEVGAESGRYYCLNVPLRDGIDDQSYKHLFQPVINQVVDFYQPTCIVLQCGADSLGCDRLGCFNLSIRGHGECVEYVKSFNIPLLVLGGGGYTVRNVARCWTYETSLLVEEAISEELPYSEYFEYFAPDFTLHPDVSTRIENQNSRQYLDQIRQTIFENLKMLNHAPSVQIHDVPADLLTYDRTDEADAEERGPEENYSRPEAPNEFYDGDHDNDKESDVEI
# AI-2 QS modul – Vibrio harveyi AI-2 quorum sensing modulation. Vibrio harveyi JMH597 AI-2 luminescence/OD600 ratio, 9 h; stronger effect = lower value; strain lacks LuxN and CqsS sensors; 0 = neutral-control median. activity change, % at 7.5 µM. hit rate 0.4% among 300,000; in the data active = activity change below about -75%, passing the limit was not always enough; inconclusive = no clear call, values can overlap the other calls;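 note: luminescence divided by OD600 gain over 9 h not by final OD600 alone; inactives centre near 13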
# DYRK1A inh – inhibitors of rat Dyrk1A kinase. AID 504441. Q63470. inhibition, % at 12.5 µM. hit rate 0.43% among 310,000. ADP-Glo luminescence, NFATc1 peptide; in the data active = inhibition above about 50%;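 note: plate controls were vehicle with enzyme for no effect and no enzyme for full effect; many of its hits are not listed in these tables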
# Platelet DG rel – platelet dense granule release activity; inhibition, %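 (compounds screened at 7.5 µM in platelet-rich plasma)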; human platelet-rich plasma, SFLLRN dense granule ATP release, luminescence; hit rate 0.22% among 300,000; AID 1663;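 active = mean replicate score, as percent of positive control, at or above 50; inconclusive = mean below 50 but at least one replicate at or above 50; inactive = mean and every replicate below 50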
# HSP90 refold inh – inhibitors of HSP90 luciferase refolding in rabbit reticulocyte lysate; inhibition, % at 5.6 µM; luciferase refolding luminescence, 3 h; hit rate 0.91% among 290,000; AID 1789;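 active = inhibition above the screen-wide mean plus 3 SD, computed separately per campaign, cut at about 16% in these data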;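 note: 0% = DMSO wells and 100% = 60 µM geldanamycin wells; inhibitors lower the luminescence because luciferase stays unfolded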
# GSK3B inh – inhibitors of human GSK3beta kinase; GST-GSK3beta kinase, ADP-Glo luminescence, 60 min; stronger effect = lower value; activity score (negative = inhibition), % at 10 µM; hit rate 0.038% among 300,000;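 active = more than half of replicate wells score below -50%, meaning over 50% inhibition versus plate controls; inconclusive = some replicates but at most half score below -50%; inactive = no replicate scores below -50%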;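 note: 0% = median DMSO wells and -100% = median GW8510 positive control wells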
# Target sequence (P49841 whole entry, looked up): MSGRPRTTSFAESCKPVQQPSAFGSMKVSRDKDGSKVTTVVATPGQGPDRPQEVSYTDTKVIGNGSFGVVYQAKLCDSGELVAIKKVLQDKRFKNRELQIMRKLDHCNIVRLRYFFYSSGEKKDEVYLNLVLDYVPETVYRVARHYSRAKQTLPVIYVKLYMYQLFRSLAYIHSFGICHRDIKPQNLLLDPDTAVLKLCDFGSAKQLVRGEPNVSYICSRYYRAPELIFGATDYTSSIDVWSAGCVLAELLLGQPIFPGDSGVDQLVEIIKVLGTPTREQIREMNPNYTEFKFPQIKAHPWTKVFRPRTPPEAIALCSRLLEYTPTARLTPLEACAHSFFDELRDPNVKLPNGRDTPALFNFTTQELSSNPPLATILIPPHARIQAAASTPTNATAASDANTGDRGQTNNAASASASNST
#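 Test system: GST-tagged human GSK3beta kinase, cell-free; evaluation: activity score scaled between in-plate DMSO and GW8510 controls; measured by: ADP-Glo luminescence; incubation: 60 min reaction, RT; benchmarks: DMSO and 20 µM GW8510; reagent: peptide substrate plus 25 µM ATP (final); medium: Tris/MgCl2 kinase buffer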
# HSF1 activator – increases HSF-1 driven luciferase reporter signal; NIH3T3-HGL HSF-1 luciferase reporter, MG132, 8 h; 100% = twice DMSO control signal; activation, % at 9 µM; AID 504408; hit rate 1.7% among 300,000;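 active = mean replicate activation of at least 50% with a set share of replicates each reaching 50%; inconclusive = only one of those two conditions met; inactive = mean below 50% and too few replicates reaching it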;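 note: 0% = median of the neutral control wells and 100% = twice that signal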
# HSF1 inh – HSF1 inhibition. NIH3T3-HGL HSE-luciferase, MG132-induced, luminescence 8 h; stronger effect = lower value. activity change, negative = inhibition, % at 7.5 µM (by protocol). hit rate 0.77% among 300,000;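 active = more than half of replicate wells show activity change below -50%, luminescence cut by over half; inconclusive = some wells, but at most half, below -50%; inactive = no replicate well below -50%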;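 note: luciferase reports HSF-1 transcriptional activity via heat shock element; 0% = median of DMSO wells and -100% = zero luminescence signal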
# GSK3A inh – blocks human GSK-3 alpha kinase | ADP-Glo luminescence, 60 min | inhibition, % at 10 µM | hit rate 0.1% among 320,000 | AID 2650;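 in the data active = inhibition above about 50%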;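 note: GST-tagged GSK-3 alpha with peptide substrate and 25 µM ATP; 0% = DMSO neutral wells and 100% = GW8510 positive control wells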
# Numbers without * were called inactive; i = inactive; ? = inconclusive; / = not tested or not shown. An excerpt; the hit share may differ from the screen's.
no.	Structure	PolyA inh	HDAC3 inh	AI-2 QS modul	DYRK1A inh	Platelet DG rel	HSP90 refold inh	GSK3B inh	HSF1 activator	HSF1 inh	GSK3A inh
1	CC(=O)O[C@H]1CC[C@@]2(C)C(=CC[C@H]3[C@@H]4CC[C@H](C(C)=O)[C@@]4(C)CC[C@@H]32)C1	i	2	19	-2	-1	/	2	-38	-31	-1
2	COc1ccc(-c2csc(Cc3nnc4n3CCCCC4)n2)cc1OC	i	2	6	0	9	1	2	0	-2	-2
3	COC(=O)C1=C(C)N(Cc2ccc(OC)c(OC)c2)C(=O)C1	i	-1	4	1	-4	-2	2	5	-5	-5
4	Cc1ccc(C(=O)N2CCC(C(=O)c3ccc(Cl)cc3)CC2)cc1	i	0	29	/	-4	4	-2	-4	4	0
5	Cc1cc(C)nc(SCc2cc(=O)c(OC(=O)c3cccc([N+](=O)[O-])c3)co2)n1	i	0	5	11	18	0	0	4	4	0
6	CCOC(=O)c1cc(-c2ccccc2)n(CC(=O)Nc2cc(OC)cc(OC)c2)c1C	i	0	19	-5	15	2	1	3	-2	-1
7	CC(C)C[C@@]12C(=O)N(c3cccc(F)c3)C(=O)N1[C@H](c1ccc(F)cc1)[C@@H]1C(=O)N(C3CCCCC3)C(=O)[C@@H]12	i	-3	26	2	-3	/	0	-14	5	/
8	COc1ccccc1N1CCN(C(=O)CSc2ncnc3c2cnn3-c2ccc(C)c(C)c2)CC1	i	-2	7	/	-2	-6	0	5	14	-2
9	O=C(NCCc1ccccc1)c1cccc(N2C(=O)C3CC=CCC3C2=O)c1 (centres undefined)	i	-1	22	3	5	-6	-2	-4	-9	-5
10	CCc1ccc(OCC(=O)c2c(O)c3ccccc3oc2=O)cc1	i	0	10	-1	-4	-5	2	34	5	-4
11	CC(=O)Nc1ccc(NC(=O)C2C3C=CC(C3)C2C(=O)O)cc1 (centres undefined)	i	-3	-4	0	-1	3	0	-10	0	-4
12	Cc1c(C(=O)N(C)c2ccccc2Cl)cnn1-c1ccccc1	i	4	-10	/	4	-2	2	-5	-2	-2
13	CCCCCCc1ccc(OCC(=O)OC)cc1OCC(=O)OC	i	?	5	4	5	4	4	0	-5	-5
14	CCC(=O)c1ccc(OCC(=O)NCCC2=CCCCC2)c(OC)c1	i	1	28	0	-18	0	-1	7	7	1
15	COc1ccc(-n2nc(C(=O)NCC(=O)Nc3cccc(Cl)c3)c3ccccc3c2=O)cc1	i	-1	38	-2	8	-1	-4	1	-2	-2
16	C[N+]1(C)CC2=Cc3ccccc3CC2C1 (centres undefined)	i	1	17	-3	-2	-2	1	16	-2	-1
17	COc1cc(/C=C(/C#N)C(=O)NCCc2c[nH]c3ccccc23)ccc1OCc1ccccc1F	i	0	19	5	-7	-1	-1	-14	-3	0
18	Cc1ccc(S(=O)(=O)N(CC(=O)N2CCC(C)CC2)Cc2ccccc2F)cc1	i	-4	3	3	2	0	1	-4	-2	-2
19	Cc1ccc2cc(CN(Cc3ccco3)C(=O)NCc3ccccc3)c(=O)[nH]c2c1C	i	3	7	-1	-2	3	-4	22	2	-1
20	Cc1ccc(C(=O)N(C)c2ccc(OCC(=O)N3c4ccc(C)cc4C4CN(C)CCC43)cc2)cc1 (centres undefined)	i	6	9	3	4	3	3	21	15	-1
21	CCOC(=O)Cc1nnc(NC(=O)C(CC)Sc2nc(C)cc(=O)[nH]2)s1 (centres undefined)	i	14	8	-6	-6	-1	6	-39	-28	-7
22	COc1cc(C2NC(=O)CCC2[N+](=O)[O-])cc(OC)c1OC (centres undefined)	i	-4	8	1	4	0	2	-14	-7	-2
23	O=C(CN1C(=O)c2cccc3cccc(c23)C1=O)N1CCCCCC1	i	0	23	-2	5	-8	-1	-15	5	-2
24	CC(=O)c1c(C)cc(C)c(CSc2nc(C)cc(=O)[nH]2)c1C	i	-6	7	-5	-8	0	0	-13	-8	1
25	COC(=O)c1sccc1NC(=S)N1CCC(C)CC1	i	-2	19	2	2	4	2	1	3	21
26	CN(C)CC(O)COC(c1ccc(Cl)cc1)c1ccc(Cl)cc1 (centres undefined)	i	?	-1	18	1	-3	-8	17	0	1
27	CC(C)CNc1nc(N)c([N+](=O)[O-])c(NC2CCCCC2)n1	i	-1	29	-2	9	-1	1	-8	-7	1
28	CCn1c(C(=O)N2CCC(C(=O)NCc3ccc(OC)cc3)CC2)cc2sccc21	i	-7	23	-4	2	-4	2	-2	12	1
29	CN(CC(=O)N1CCc2ccccc21)S(=O)(=O)c1ccc(Br)s1	i	2	41	2	-3	-5	1	3	8	-1
30	CCc1nnc(NC(=O)CCC(=O)NC2CCCCCCC2)s1	i	1	-3	6	-1	3	1	-10	-6	7
31	CC(C)(C)C(=O)OC/C(N)=N/OC(=O)c1ccc(Cl)cc1	i	1	-57	/	-39	7	0	42	15	-3
32	NS(=O)(=O)c1cccc(NC(=O)CNC(=O)CC23CC4CC(CC(C4)C2)C3)c1	/	-3	18	-9	-14	-1	1	-82	-77*	-2
33	CC(OC(=O)c1cccc([N+](=O)[O-])c1)C(=O)NCc1ccc2c(c1)OCO2 (centres undefined)	i	-2	18	3	-10	1	1	18	-1	0
34	NC(=O)c1c(NC(=O)c2cccnc2Cl)sc2c1CCCC2	i	-1	33	15	-5	-6	1	5	12	4
35	CCO/N=C1\C(=O)N(c2ccccc2)c2ccccc21	i	3	4	-1	2	6	1	-8	-8	-2
36	COc1cccc(OC)c1OCCNCCO	i	3	17	9	-1	2	-3	0	-5	0
37	CNS(=O)(=O)c1cc(NC(=O)CCNC(=O)c2ccco2)ccc1C	i	1	20	-3	-1	-7	0	-1	0	-2
38	COc1ccc(S(=O)(=O)Nc2nc3c(s2)C(=O)CC(C)(C)C3)cc1	i	1	7	3	6	2	-5	29	-5	-5
39	CCOc1ccc(N(CC(=O)N2CCc3ccccc32)S(=O)(=O)c2c(C)noc2C)cc1	i	-8	24	-11	-5	2	2	37	28	2
40	COc1cccc(OC)c1OC(=O)/C=C/c1ccc(C)o1	i	-5	18	13	-3	-3	1	-1	-6	-1
41	N/C(=N\OC(=O)COc1ccc(Br)cc1Cl)c1ccccn1	i	-1	18	4	3	14	3	51*	13	-1
42	CCCCS(=O)(=O)c1sc2nc(C)cc(C)c2c1N	i	-2	16	3	-6	1	2	5	-6	-2
43	CC1(C)Cc2c(c(-c3ccco3)[nH]c(=O)c2C#N)CS1	i	?	23	-3	/	-4	-1	3	-3	0
44	CN1CCN(c2ccc(Cl)cc2NC(=O)c2ccc([N+](=O)[O-])cc2)CC1	i	/	8	2	15	2	-2	19	2	9
45	O=C(OCc1cccnc1)C1=Cc2ccccc2OC1	i	-11	19	3	10	2	3	12	4	1
46	Cc1cc(=O)oc2cc(OCC(=O)N3CCCc4ccccc43)ccc12	i	1	9	11	0	-2	5	39	14	1
47	CC(OC(=O)Cc1cccc(C(F)(F)F)c1)C(=O)Nc1ccc(Cl)cn1 (centres undefined)	i	8	30	4	-11	-1	2	6	6	0
48	CCC(C)[C@H](NC(=O)Nc1ccc2c(c1)OCCO2)C(=O)OC (some centres undefined)	i	-8	-13	3	-22	-3	0	13	5	-1
49	C=CCn1c(SCC(=O)c2ccc(OC)cc2)nnc1-c1ccc2c(c1)OCO2	i	6	16	-5	-2	1	3	4	8	-5
50	Cc1cccc2c1CC(C)(C)N=C2C1=C(O)CCCC1=O	i	0	4	7	-2	-1	1	-12	1	0

# Further records
no.	Structure	PolyA inh	HDAC3 inh	AI-2 QS modul	DYRK1A inh	Platelet DG rel	HSP90 refold inh	GSK3B inh	HSF1 activator	HSF1 inh	GSK3A inh
51	O=C(CCc1nc2ccccc2c(=O)[nH]1)Nc1nc(-c2cccs2)cs1	i	4	15	22	-8	/	1	22	10	-1
52	Cc1cccc(Oc2ccc(N)cc2)c1	i	-9	-4	1	4	10	-3	-22	-16	0
53	Cn1c(-c2ccc3c(c2)OCO3)c(C(=O)O)c(=O)c2ccccc21	i	2	16	0	-3	0	-4	/	/	1
54	CC(C)c1ccc(N(CC(=O)NCC2CCCO2)C(=O)Cn2nnc(-c3cccs3)n2)cc1 (centres undefined)	i	4	2	-5	2	1	0	9	6	-1
55	COc1ccccc1OCCC(=O)OCC(=O)Nc1cc(S(=O)(=O)N(C)C)ccc1Cl	i	7	16	-1	-6	-5	1	-10	11	1
56	CC12COC3(C(N)=O)CC1CCC32C (centres undefined)	i	-4	18	-5	15	6	4	/	/	-3
57	O=C(C1=C(O)C(=O)N(CCOCCO)C1c1ccccn1)c1cccs1 (centres undefined)	i	-1	-4	-3	3	-1	-3	-7	-2	-1
58	O=C1OCC(c2ccccc2)=C1c1ccccc1[N+](=O)[O-]	i	-1	0	-3	-4	0	0	9	7	1
59	CCCCOC(=O)C(C#N)c1nc2ccccc2nc1N1CCOCC1 (centres undefined)	i	-2	23	0	13	-3	0	24	3	0
60	O=C(COc1ccccc1Cl)Nc1ccc2c(c1)C(=O)NC2=O	i	0	2	8	-5	0	2	48	21	5
61	CCOC(=O)/C=C/CN(C(=O)OC(C)(C)C)S(=O)(=O)N1CC=CC1	/	5	15	-5	-1	/	-1	-47	-31	-1
62	C=CCn1c(N)cc(=O)nc1SCC(=O)NC(C)c1ccccc1 (centres undefined)	i	3	34	3	-4	1	-2	8	-5	-1
63	CCN(CC)C(=O)C1CCC(CNS(=O)(=O)c2cccc3cccnc23)CC1 (centres undefined)	i	4	36	10	0	1	0	-4	3	-2
64	Cc1cc2ccccc2nc1SCC(=O)NC1CCCCC1	i	-1	33	-3	10	1	1	8	5	-2
65	COc1cc(S(=O)(=O)Nc2cccc(C)c2)ccc1NC(=O)c1cccnc1	i	7	4	0	0	-4	-1	21	-4	-4
66	O=C(Cc1ccc(Cl)cc1)NCCS(=O)c1ccc(Cl)cc1 (centres undefined)	i	-3	-3	4	-12	-1	1	-21	-2	0
67	Cc1cccc(OCc2nc3ccccc3c(=O)n2N)c1	i	-4	6	1	2	5	-2	19	9	-1
68	Cc1ccc2nc(C)cc(C(=O)Nc3nccs3)c2c1	i	-2	-7	1	14	-2	-2	-9	-6	2
69	COCCNC(=O)CCSCc1ccccc1F	i	4	-2	-7	-3	0	-1	7	1	-3
70	CCOC(=O)N1CCN(C(=O)Cn2nc(C)n3nc(-c4ccc(OC)cc4)cc3c2=O)CC1	i	?	10	-3	0	1	-7	14	4	-2
71	S=c1nc2c(n[nH]1)c1ccccc1n2CCc1ccccc1	i	-3	/	4	6	5	/	-11	-9	-1
